# Assay outcomes: PubChem, National Center for Advancing Translational Sciences (NCATS)
# HEK293 tox = cytotoxicity in counter-screen for GLP-1R inverse agonists. Potency, µM (titrated, usually from 38.3 µM), for the others: at the top dose activity change, negative = inhibition, most hits filed as inhibitors. 410,000 tested, 0.13% active. HEK293 cAMP-luciferase reporter cells, luminescence, 24 h. AID 624418;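 also: loss of luciferase light is scored as toxicity; potency is read from the fitted curve at half-maximal effect; % is scaled to controls: 0 for no effect and ±100 for the full control effect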
#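 Step one: seed cells (200 cells/uL, DMEM with 10% Nu serum, 1% pen-strep). Step two: 12-hour incubation at 37 deg C. Step three: pin 23 nL compound, incubate 24 hr. Step four: add luciferase reagent, read luminescence 12 min later.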
# SW480 rerep = DNA re-replication induction in SW480 cells; SW480 DNA re-replication, Hoechst DNA content imaging, 48 h; Potency, µM (doses to about 46.1 µM), inactives show at the highest dose re-replication activation, most hits filed as activators; 340,000 tested, 1.8% active; AID 624297; also: potency is read from the fitted curve at half-maximal effect; % of control where 0% means no effect; nearly all actives have a fitted effect of over 55% in size
#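 Image-based DNA-content assay: after two days of treatment, nuclei were labelled with the DNA dye Hoechst and imaged, and hits were compounds raising the count of nuclei showing high fluorescence intensity.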
# MCF10A rereplic = DNA re-replication induction in MCF 10a cells; 350,000 tested, 2.9% active; MCF 10A DNA re-replication, Hoechst nuclear intensity, 48 h; Potency, µM (top dose mostly 46.1 µM), without a hit: top-dose activity, positive = re-replication, most hits filed as activators; also: potency is read from the fitted curve at half-maximal effect; % of control where 0% means no effect; nearly all actives have a fitted effect of over 50% in size
# HT1080-NT tox = kills 2HG-producing HT-1080-NT fibrosarcoma cells | AID 686970 | Potency, µM (highest dose often 46.1 µM), inactives show at the top dose activity, negative = less viability, actives largely listed as cytotoxic | 360,000 tested, 1.6% active | HT-1080-NT fibrosarcoma viability, CellTiter-Glo ATP luminescence, 48 h;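 also: NT is the 2HG producing partner of a matched IDH1 knockdown line; potency is read from the fitted curve at half-maximal effect; 0% = DMSO-treated cells and -100% = media-only wells without cells; nearly all actives have a fitted effect of over 55% in size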
#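 750 cells/well, RPMI + 5% FBS; 2 h settle, compound pin-transfer, 48 h at 37 degrees C. CellTiter-Glo 10 min RT, luminescence. Normalized to DMSO and media-only wells.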
# HT1080 IDH1KD tx = HT-1080 IDH1 knockdown cell toxicity (counter line) | HT-1080 IDH1 knockdown viability, ATP luminescence, 48 h | Potency, µM (highest dose often 46.1 µM), inactives show at the highest dose activity, negative = toxicity, most hits filed as cytotoxic | 360,000 tested, 2% active;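 also: potency is read from the fitted curve at half-maximal effect; 0% = DMSO wells and -100% = cell-free medium wells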
#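 Luminescent ATP read-out (CellTiter-Glo, 10 min at room temperature) after 48 h compound exposure at 37 °C gave viability of IDH1-knockdown HT-1080 cells. Activity was normalised to DMSO and cell-free wells, then fitted as concentration-response curves.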
# KB-V1 MDR tox = KB-V1 MDR subline cytotoxicity; KB-V1 MDR cells viability, CellTiter-Glo, 72 h; Potency, µM (series often up to 46.1 µM), without a hit: top-dose activity change, negative = cytotoxicity, usual class: cytotoxic; 400,000 tested, 3.4% active; also: potency is read from the fitted curve at half-maximal effect; % is scaled to controls: 0 for no effect and ±100 for the full control effect; nearly all actives have a fitted effect of over 60% in size
#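 KB-V1 cells (P-gp-expressing MDR subline of KB-3-1) in phenol-red-free DMEM with 10% FBS were exposed to library compounds over a concentration series for 72 h at 37 degrees C. Viability read by CellTiter-Glo luminescence; concentration-effect curves fitted after normalization.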
# KB-3-1 tox = kills parental KB-3-1 adenocarcinoma cells; Potency, µM (top dose mostly 46.1 µM), for the others: top-dose activity change, negative = cytotoxic, usual class: cytotoxic; KB-3-1 viability, CellTiter-Glo ATP luminescence, 72 h; 400,000 tested, 1.4% active; also: potency is read from the fitted curve at half-maximal effect; % is scaled to controls: 0 for no effect and ±100 for the full control effect; nearly all actives have a fitted effect of over 60% in size
#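 72 h, 37 °C compound treatment of KB-3-1 parental cells; CellTiter-Glo added, 10 min, luminescence read. Data corrected against DMSO-only plates and normalized before curve fitting.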
# IL1B secr inh = blocks inflammasome-driven IL-1 beta release; THP-1 LPS/ATP IL-1B secretion, AlphaLISA, 16 h; hits give low values; activity change, % at 57.5 µM; 360,000 tested, 4.7% active; in the data active = activity change below about -50%; inconclusive = mostly about -30% to -49%; also: % is scaled to controls: 0 for no effect and ±100 for the full control effect
#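 THP-1 cells pretreated 1 hr with compounds (up to 57.5 uM final), then stimulated with LPS (250 ng/mL final) plus ATP (1.25 mM final); secreted IL-1B measured by AlphaLISA after 16 hr, decreased signal indicating inhibition.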
# DRD3 agonist = D3 dopamine receptor (human) agonism; D3R DiscoveRx beta-arrestin cells, luminescence, 90 min; max activation, %; 410,000 tested, 0.58% active; in the data active = max activation above about 30%; also: 0% is about no effect; mostly tested at two doses, the higher about 12 µM
# Target sequence (P35462 whole entry, looked up): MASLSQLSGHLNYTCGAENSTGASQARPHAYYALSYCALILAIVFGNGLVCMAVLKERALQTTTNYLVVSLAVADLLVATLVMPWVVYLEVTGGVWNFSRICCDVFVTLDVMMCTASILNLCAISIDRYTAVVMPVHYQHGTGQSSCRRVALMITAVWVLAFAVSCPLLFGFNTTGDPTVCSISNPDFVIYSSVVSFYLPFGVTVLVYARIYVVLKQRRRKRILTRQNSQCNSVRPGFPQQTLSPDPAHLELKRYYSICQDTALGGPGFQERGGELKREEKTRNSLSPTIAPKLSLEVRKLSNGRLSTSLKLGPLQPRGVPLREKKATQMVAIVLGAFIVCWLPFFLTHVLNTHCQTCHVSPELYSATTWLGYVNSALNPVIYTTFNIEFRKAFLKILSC
#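 Agonist mode: compounds and dopamine controls were applied to plated cells for 90 min at 37 degrees C after an overnight attachment at 1500 cells/well. Luminescent read-out followed 30 - 60 minutes at room temperature with DiscoveRx detection reagent.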
# The depositor's hits bear a star; ? = inconclusive; . = no result given; [ ] = dose if it differs, or a comment. Unless noted, calls follow the shape of the dose curve; as a rule, active = well fitted curve in the direction sought with a large enough effect; inconclusive = small, poorly fitted or top-dose-only effect, or another doubt; inactive = no such curve, though single readings can be large; an effect the other way counts as inactive or inconclusive.
SMILES | HEK293 tox | SW480 rerep | MCF10A rereplic | HT1080-NT tox | HT1080 IDH1KD tx | KB-V1 MDR tox | KB-3-1 tox | IL1B secr inh | DRD3 agonist
Cc1ccc(Cc2nc3ccccc3nc2SCC(=O)Nc2ccc3c(c2)OCO3)cc1 | -2.1% | . | . | . | . | -0.1% | 3.6% | . | 0.1
COCCCNC(=O)c1cc2c(s1)CS(=O)(=O)C2 | 5.7% | -8.3% | ? | 25.7% | 15.9% | -9.6% | -18.4% | -5.2 | -8.0
COc1ccc(CNC(=O)CCCc2ccccc2)cc1 | -1.7% | -1.0% | 5.3% | 10.9% | 7.5% | 0.7% | 5.7% | 15.5 | -2.5
O=C1CCCN1CC(CN1CCOCC1)Sc1nc2ccccc2c(=O)n1-c1ccccc1 (stereo not drawn) | -3.7% | -5.8%[9.22 µM] | ? | -19.6% | -18.8% | -9.9% | -16.9% | -29.2 | 1.9
COc1ccc(Cc2c(-c3ccc(F)cc3)nc3c(C)cc(Br)cn23)c(C)c1 | -8.8% | . | . | 2.4% | -6.5% | 3.3% | 0.0% | 21.5 | -5.1
CCOc1ccc(N(CC(=O)NC(C)(C)C)S(=O)(=O)c2c(C)noc2C)cc1 | 7.3% | 17.2% | 18.0% | 0.0% | 5.4% | -2.8% | -2.9% | 15.9 | 3.6
CCOc1ccc(S(=O)(=O)N2CCOCC2)cc1NC(=O)CSCc1c(C)noc1C | -12.2% | -115.8%[inhibitor] | -5.6% | 7.0% | 0.7% | -6.7% | 1.3% | -15.0 | 5.0
CC(C)CNC(=O)COC(=O)c1cc(S(=O)(=O)N(C)C)ccc1N1CCCC1 | -15.3% | -9.2% | ? | 12.0% | 14.0% | -14.2% | -22.7% | -11.5 | -2.6
Cc1cc(C(=O)COC(=O)c2cccnc2Cl)c(C)n1-c1c(C)n(C)n(-c2ccccc2)c1=O | -2.5% | 2.5% | -3.7% | 0.4% | 2.3% | 7.4% | -11.5% | -8.2 | -6.3
CCc1ccc(S(=O)(=O)NCc2csc(-c3ccccc3)n2)s1 | 3.0% | -2.8% | 0.9% | -9.5% | 0.1% | -2.9% | -6.4% | 13.9 | -7.0
COc1cccc(CNC(=O)CCn2nc(C)c3c(C)n(-c4ccccc4)nc3c2=O)c1 | 5.1% | . | . | . | . | 27.7% | 0.7% | . | -4.8
COc1ccc(N2CCN(c3nc4ccccc4n4c(C)nnc34)CC2)cc1 | 13.7% | . | . | . | . | 19.0% | 0.4% | . | -5.7
COc1ccc(NC(=O)CC(=O)Nc2ccc(OC)cc2OC)c(OC)c1 | 0.8% | -9.9% | 12.0% | 6.0% | 6.8% | 20.6µM* | 9.6% | -8.8 | 20.7
COCCNC(=O)c1cnn2c(C(F)(F)F)cc(-c3ccc(C)cc3)nc12 | 6.8% | -4.0% | 4.0% | 1.4% | 0.8% | 2.0% | 2.2% | -6.0 | -1.9
Cc1ccc(C(=O)NCC(=O)OC(C)C(=O)Nc2ccc(N3CCOCC3)cc2)s1 (stereo not drawn) | 31.0% | ? | 0.2% | -5.1% | 21.1% | 21.5% | 0.0% | -2.1 | -14.1
COc1ccc(NC(=S)NCCNC(C)=O)cc1 | 0.7% | -6.1% | -0.8% | -4.9% | 2.3% | -21.7% | 3.5% | 5.2 | 0.6
COc1ccc(NC(=O)CC2CCCC2)cc1S(=O)(=O)N1CCCCC1 | -17.1% | -0.1% | 24.2% | 8.4% | 3.8% | -6.5% | -4.1% | 15.8 | -2.2
OC[C@@H]1CN(Cc2ccco2)C[C@H](n2cnc3c(N4CCOCC4)ncnc32)O1 | -1.1% | . | . | 5.3% | 16.2% | 3.9% | 0.0% | -12.1 | 8.5
Cc1cc(Nc2ccc(C(C)C)cc2)n2ncnc2n1 | -15.1% | -5.4% | 2.6% | 1.7% | -2.3% | 7.31µM* | 14.6µM* | 25.4 | 4.2
CCc1cc2c3c(c1)C1(C(=O)N3C(C)(C)CC2C)C(C#N)=C(N)N2C(=C1C#N)Nc1ccccc12 (stereo not drawn) | -21.8% | 19.5% | ? | -11.4% | ? | 0.0% | ? | 0.0 | 3.4
COc1ccc(Cn2nnnc2C(c2ccccc2OC)N2CCC(C(N)=O)CC2)cc1 (stereo not drawn) | -15.4% | -3.3% | -0.9% | 4.6% | 4.2% | ? | 16.8% | -2.4 | 1.8
O=C(NC1CCCCCC1)c1cc2c(Cl)nc3ccccc3c2s1 | 18.6% | . | . | . | . | ? | 17.3% | . | -1.4
CCc1cccc(C)c1NC(=O)NC1COc2ccccc2C1 (stereo not drawn) | -3.4% | . | . | . | . | 0.3% | -3.4% | . | -11.5
Cc1nc(NNC(=O)c2ccccc2)cc(-c2ccccc2)n1 | 0.3% | -1.3%[9.22 µM] | ? | -0.4% | 0.6% | -0.5% | -0.3% | -2.1 | -9.7
Cc1noc(C)c1COC(=O)c1cccc(S(=O)(=O)N2CCCCCC2)c1 | 93.8%[activator] | 4.1% | ? | -10.4% | 20.6µM* | ? | -11.6% | 15.0 | 7.9
CSc1nnc(-c2sc3cc(C(F)(F)F)cnc3c2-c2cccnc2)n1C | 8.5% | 0.5% | -2.2% | -8.7% | -23.3% | ? | ? | -7.6 | -10.2
CC(C)CC(CO)N1CCN(C(=O)c2cccc(Cl)c2)CCC1=O (stereo not drawn) | 2.4% | -1.9% | -0.1% | ? | -4.7% | -16.2% | 0.0% | -14.3 | -25.4
COc1cc(OC)c2c(=O)c(OC)c(-c3ccc(OC)c(OC)c3)oc2c1 | -2.1% | -4.1% | 12.3% | -10.3% | -8.3% | -22.0% | 0.0% | ? | 17.7
O=C1C2CCCCN2C(=O)N1CCN1CCN(c2cccc(Cl)c2)CC1 (stereo not drawn) | 4.5% | -2.9% | 0.0% | -1.4% | 1.9% | 0.7% | 21.2% | 27.3 | -11.8
Cc1cccc(-n2c3nc(=O)[nH]c(=O)c-3cc3cc([N+](=O)[O-])ccc32)c1 | ? | ? | ? | ? | ? | 16.4µM* | ? | -100.6* | -8.8
COCCNC(=O)c1cccc(OC2CCN(Cc3ccccc3C)CC2)c1 | -10.9% | ? | -0.9% | -4.7% | 3.2% | -0.1% | 17.2% | 33.7 | -15.0
COc1ccc(OC)c(N(CC(=O)Nc2ccc3c(c2)OCO3)S(=O)(=O)c2ccccc2)c1 | -27.1% | 3.9% | 11.1% | -9.6% | -13.3% | -18.5% | -4.6% | -16.9 | 1.7
CN(C)S(=O)(=O)Nc1cc(Cl)cc(Cl)c1 | -4.5% | -13.9% | -1.8% | 1.4% | 16.2% | 16.0% | 9.7% | 44.0 | 5.4
Cc1ccc2c(C)c(C(=O)N3CCCCC3CO)oc2c1C (stereo not drawn) | 6.1% | -12.6% | 0.7% | -12.6% | -2.2% | 0.0% | -7.1% | -0.6 | 3.4
O=C(NCCc1ccc(Cl)cc1)/C(=C/c1cccnc1)NC(=O)c1ccccc1 | -2.8% | 4.3% | -1.8% | -4.1% | 1.1% | -17.2% | -8.9% | 6.1 | -0.3
C[C@H](NC(=O)/C=C/[C@H]1O[C@@H](n2ccc(=O)[nH]c2=O)[C@H](O)[C@@H]1O)C(=O)O | -9.1% | . | . | 14.0% | 26.4% | 14.5% | 0.0% | 9.6 | 2.5
O=C1C2C3C=CC(C3)C2C(=O)N1CN(Cc1ccccc1)CN1C(=O)C2C3C=CC(C3)C2C1=O (stereo not drawn) | 1.7% | -2.2% | 15.0% | 8.8% | 6.5% | -27.4% | 2.3% | -8.5 | -4.3
O=C(Cn1c(-c2ccccc2)noc1=O)Nc1ccc(S(=O)(=O)N2CCOCC2)cc1 | -15.3% | 7.1% | 0.1% | 5.5% | 9.9% | -4.9% | -4.7% | -3.1 | 1.0
Cc1nn(-c2ccccc2Cl)c(Cl)c1/C=N/Nc1cccc(C(=O)O)c1 | 9.4% | -4.2% | 19.6% | -5.1% | -4.5% | 24.7% | 10.2% | 62.2 | 3.6
CC(C)NS(=O)(=O)c1ccc(CCC(=O)NCc2ccco2)cc1 | 4.8% | -11.9% | 4.2% | 0.9% | 1.3% | 1.6% | 7.0% | 7.3 | 2.5
O=C(Nc1ccccc1)OCCOc1cccc(Br)c1 | -1.1% | -1.9% | 1.7% | -1.8% | 4.7% | 10.4% | 12.4% | -8.6 | 4.3
CC(=O)c1ccc(Nc2nc(C(N)CCc3ccccc3)cs2)cc1 (stereo not drawn) | -5.6% | . | . | 20.6µM* | ? | -3.9% | 0.0% | ? | -1.0
CC1CN(c2ccnc3cc(Cl)ccc23)CC(C)O1 (stereo not drawn) | 3.7% | -1.8% | 6.7% | -14.0% | -5.8% | -28.6% | 12.0% | -6.2 | 12.9
Cc1ccc(N=Cc2nc(/C=C/c3cccc([N+](=O)[O-])c3)oc2O)cc1 | -5.4% | -4.1% | ? | 22.4% | 7.4% | 16.4µM* | 12.4% | 53.5 | 10.8
COc1ccc(-n2c3c(cc(C(=O)N4CCN(CCO)CC4)c2=O)C(=O)CC(C)(C)C3)cc1 | 2.0% | -6.4% | -13.5% | 0.0% | -10.4% | -9.0% | -7.3% | 18.0 | 4.5
Cc1ccccc1CN(C)CCS(=O)(=O)c1cc(Cl)ccc1Cl | -10.2% | 18.4µM* | 9.2µM* | 16.4µM* | 13µM* | ? | ? | ? | -8.8
CCOC(=O)N(C)c1c(CC)nc2c(OCc3ccccc3C)cccn12 | -11.2% | . | . | 4.4% | 5.5% | 16.4µM* | ? | 10.7 | -6.2
Cc1cccc(-c2cc(C(=O)O)c3c(-c4ccc(F)cc4)[nH]nc3n2)c1 | 8.8% | . | . | . | . | 0.0% | 17.9% | . | -10.1
Cn1c(=O)c(-c2ccccc2)nc2ccccc21 | -3.2% | -15.7% | ? | -6.4% | -29.3% | -25.9% | -0.5% | 12.9 | 26.5
COc1ccc(OCCn2c(C)nc3ccccc32)cc1 | 5.5% | . | . | -4.6% | -6.3% | ? | ? | ? | 2.9
